# LGR2 inh – inhibitors of bursicon-induced Drosophila LGR2 receptor cAMP signaling; inhibition, % at 9.99 µM; 380,000 tested, 0.35% active; HEK293 LGR2, CRE-luciferase, bursicon-stimulated, 4 h;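 active means drop in luminescence signal, shown as inhibition above about 50% in the replicate tests, limit read from the data, passing the limit was not always enough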;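 further: agonist challenge used bursicon conditioned medium at about half maximal strength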
# FN deposition inh – fibronectin deposition inhibition; 350,000 tested, 0.086% active; inhibition, % at 12.6 µM; AH1F fibroblasts, Alexa488-fibronectin deposition fluorescence, overnight; AID 743247;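 active means mean inhibition across replicates of 30% or more, regardless of how many single replicates reach that level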;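 further: positive control wells lacked labelled fibronectin entirely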
#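 Measured by – fluorescence 485/525 nm · System – AH1F fibroblast monolayer, labelled fibronectin deposition · Amount – 10000 cells per well · Buffer or medium – serum-reduced DMEM (2% serum) · Doses – single dose, pinned · Also added – fluorescent fibronectin at 24 nM final · Schedule – 1 h cell attachment, overnight exposure to compound and label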
# * marks the source's active call; other numbers are inactive results; & = joins results of further samples. A portion of the library. The share of hits here may be higher or lower than overall.
# The opening 21 compounds, ahead of the listing:
Compound | LGR2 inh | FN deposition inh
Cc1ccc(Cn2cc(S(=O)(=O)c3ccc(Cl)cc3)c(=O)c3cc(F)ccc32)cc1 | -9 | 7
COc1ccccc1NS(=O)(=O)c1cccc(C(=O)OCc2nc3ccccc3s2)c1 | -69 | 3
Cn1c(=O)c(-c2ccccc2N)nc2ccccc21 | -16 | 3
Nc1c(C(=O)c2ccc(Cl)cc2)oc2ccccc12 | -57 | -1
O=C(Cn1cc(C(F)(F)F)ccc1=O)N/N=C/c1ccc(Cl)cc1Cl | 7 | 0
CN(Cc1ccccc1)C(=S)NC(=O)c1ccc(-c2ccccc2)cc1 | 4 | 3
Cc1ccc(N(Cc2ccc([N+](=O)[O-])cc2)C(=O)c2ccco2)cc1C | -17 | 1
COc1cc(NC(=O)c2cc3c(Cl)nc4ccccc4c3s2)cc(OC)c1OC | 20 | -2
O=[N+]([O-])c1ccc(N2CCOCC2)cc1NC(c1ccccc1)c1ccccc1 | -15 | 1
Nc1nonc1C(=O)NCCNS(=O)(=O)c1ccc(F)cc1 | -36 | 0
Clc1ccc(-c2csc3ncnc(Cl)c23)cc1 | 24 | -3
Cc1ccc(C2=N/C(=C\c3cccnc3)C(=O)O2)cc1 | -19 | 6
Cc1ccc(NC(=S)NNC(=O)c2ccc(N3CCOCC3)c([N+](=O)[O-])c2)cc1Cl | 4 | -2
CCOC(=O)CN1C(=O)S/C(=C/C=C/c2ccc(N(C)C)cc2)C1=O | -26 | -7
Cc1cc(C(=O)NNC(=S)NC(C)c2ccccc2)cs1 (centres undefined) | -5 | -5
CC(=O)Nc1ccc(/C(C)=N/NS(=O)(=O)c2ccccc2)cc1 | 4 | 4
O=C(N/N=C/c1c(O)n(-c2ccc(Cl)cn2)c(=O)c2ccccc12)c1ccncc1 | 10 | 7
Cc1ccc(/C=C/C(=O)N2CCC(Cc3ccccc3)CC2)cc1 | 6 | 4
N#C/C(=C\c1c(N2CCC(C(N)=O)CC2)nc2ccccn2c1=O)C(=O)NCc1ccco1 | 4 | -5
COc1ccc(/C=N/NC(=O)C(=O)N2CCCC2)cc1OC | 10 | -1
O=C(Nc1cccc(S(=O)(=O)N2CCCC2)c1)c1ccc2c(=O)n3c(nc2c1)CCCCC3 | 0 | 1

# The whole of this part (from the top)
Compound | LGR2 inh | FN deposition inh
Cc1ccc(Cn2cc(S(=O)(=O)c3ccc(Cl)cc3)c(=O)c3cc(F)ccc32)cc1 | -9 | 7
COc1ccccc1NS(=O)(=O)c1cccc(C(=O)OCc2nc3ccccc3s2)c1 | -69 | 3
Cn1c(=O)c(-c2ccccc2N)nc2ccccc21 | -16 | 3
Nc1c(C(=O)c2ccc(Cl)cc2)oc2ccccc12 | -57 | -1
O=C(Cn1cc(C(F)(F)F)ccc1=O)N/N=C/c1ccc(Cl)cc1Cl | 7 | 0
CN(Cc1ccccc1)C(=S)NC(=O)c1ccc(-c2ccccc2)cc1 | 4 | 3
Cc1ccc(N(Cc2ccc([N+](=O)[O-])cc2)C(=O)c2ccco2)cc1C | -17 | 1
COc1cc(NC(=O)c2cc3c(Cl)nc4ccccc4c3s2)cc(OC)c1OC | 20 | -2
O=[N+]([O-])c1ccc(N2CCOCC2)cc1NC(c1ccccc1)c1ccccc1 | -15 | 1
Nc1nonc1C(=O)NCCNS(=O)(=O)c1ccc(F)cc1 | -36 | 0
Clc1ccc(-c2csc3ncnc(Cl)c23)cc1 | 24 | -3
Cc1ccc(C2=N/C(=C\c3cccnc3)C(=O)O2)cc1 | -19 | 6
Cc1ccc(NC(=S)NNC(=O)c2ccc(N3CCOCC3)c([N+](=O)[O-])c2)cc1Cl | 4 | -2
CCOC(=O)CN1C(=O)S/C(=C/C=C/c2ccc(N(C)C)cc2)C1=O | -26 | -7
Cc1cc(C(=O)NNC(=S)NC(C)c2ccccc2)cs1 (centres undefined) | -5 | -5
CC(=O)Nc1ccc(/C(C)=N/NS(=O)(=O)c2ccccc2)cc1 | 4 | 4
O=C(N/N=C/c1c(O)n(-c2ccc(Cl)cn2)c(=O)c2ccccc12)c1ccncc1 | 10 | 7
Cc1ccc(/C=C/C(=O)N2CCC(Cc3ccccc3)CC2)cc1 | 6 | 4
N#C/C(=C\c1c(N2CCC(C(N)=O)CC2)nc2ccccn2c1=O)C(=O)NCc1ccco1 | 4 | -5
COc1ccc(/C=N/NC(=O)C(=O)N2CCCC2)cc1OC | 10 | -1
O=C(Nc1cccc(S(=O)(=O)N2CCCC2)c1)c1ccc2c(=O)n3c(nc2c1)CCCCC3 | 0 | 1
Cc1ccc(Nc2nc(CSc3nnc(-c4ccccc4C)n3C)cs2)cc1 | -32 | -2
Cc1cccc(C(=O)N2CCC(Cc3ccccc3)CC2)c1[N+](=O)[O-] | 10 | -8
CC(=O)NC/C(C)=N\Nc1ccc([N+](=O)[O-])cc1 | 12 | -9
COc1ccc(NC2=Nc3cccc4cccc2c34)cc1 | -1 | 5
c1ccc(CCNc2nc(-c3ccccn3)cs2)cc1 | -81 | 7
CCC(=O)Nc1ccc(NC(=S)NC(=O)/C=C/c2ccccc2)cc1 | 47 | 4
CN(CC(=O)Nc1ccc(F)c(F)c1F)C(=O)/C=C/c1ccc(Cl)cc1 | 6 | -1
CCCCNC(=O)NCc1cnn(C)c1C | -14 | -5
CCOc1ccc2c(c1)sc(N)[n+]2Cc1cc(C)cc2cccnc12 | 3 | 3
CCC(=O)Oc1c(C(=O)CC)cc2c(C)cc(=O)oc2c1C | -17 | 0
COc1ccc(NC(=O)c2ccc(C#N)cc2)cc1NS(=O)(=O)c1ccc(F)cc1 | 27 | 5

# Laid out differently: results already given
# The line under a structure holds: LGR2 inh	FN deposition inh
> CN(Cc1ccccc1)C(=S)NC(=O)c1ccc(-c2ccccc2)cc1
  4	3
> Cc1ccc(N(Cc2ccc([N+](=O)[O-])cc2)C(=O)c2ccco2)cc1C
  -17	1
> COc1cc(NC(=O)c2cc3c(Cl)nc4ccccc4c3s2)cc(OC)c1OC
  20	-2

# Later entries
Compound | LGR2 inh | FN deposition inh
Cc1cc(C)n(CC(O)COc2ccccc2[N+](=O)[O-])n1 (centres undefined) | 10 | 4
COc1ccc(Cl)cc1-n1c(C)ccc1C | 12 | -4
COc1ccccc1NC(=O)N1C[C@@H]2N[C@H](C1)C2c1ccc(-c2cccc(C#N)c2)cc1 (some centres undefined) | -26&32 | 0&5
O=C(CNC(=S)NC(=O)c1cccs1)c1ccccc1 | -20 | 12
CC(=O)Nc1ccc(SCC(=O)Nc2ccccc2Oc2ccccc2)cc1 | 11 | 6
Cc1ccc(NC(=O)COC(=O)c2cccc3c2C(=O)c2ccccc2C3=O)c(C)c1 | -3 | 7
Cn1c(N2CCOCC2)c(/C=N/O)c2ccccc21 | -4 | 2
CC(C)Nc1nc(NC(N)=S)nc(NC(C)C)n1 | -5 | -3
O=C1CC(SC2=NCCS2)C(=O)N1c1ccc(Cl)cc1 (centres undefined) | 9 | -1
CCOC(=O)C1=C(N)OC2=C(C(=O)CC(C)C2)C1c1cccnc1 (centres undefined) | 7 | -7
O=C(CCc1ccccc1)Nc1nn[nH]n1 | -10 | -8
COc1cc(/C=C(\C#N)C(=O)Nc2cccc3ncccc23)cc(OC)c1OC | -3 | 11
COc1ccc(/C=C/C(=O)NC(C)CCc2ccccc2)cc1OC (centres undefined) | 7 | -1
Cc1cc([N+](=O)[O-])nn1CCCC(=O)N1CCN(c2ccc(F)cc2)CC1 | 9 | -6
CCn1c(=O)c(C(=O)NNS(=O)(=O)c2ccc(C)cc2)c(O)c2ccccc21 | 13 | 10
Cc1c(Cl)cccc1NC(=S)/C(=C(\[O-])c1ccc(Cl)s1)[n+]1ccccc1 | -3 | 3
Cc1cccc(NC(=S)NCCc2c[nH]c3ccccc23)c1 | -1 | 7
CC(OC(=O)C1CCC(=O)N1)C(=O)Nc1cc(Cl)cc(Cl)c1 (centres undefined) | -17 | 7
O=[N+]([O-])c1cccc(/C=N/Nc2nc(C(Cl)(Cl)Cl)nc3ccccc23)c1 | 2 | -6
COc1ccccc1NS(=O)(=O)c1ccc(NN=C2CCCCC2)c([N+](=O)[O-])c1 | -2 | 0
CC(=O)Nc1ccc(S(=O)(=O)Nc2nc3ccccc3nc2Nc2ccc(S(N)(=O)=O)cc2)cc1 | -16 | 3
O=C(CSc1nnc(CCc2ccccc2)n1-c1ccc(Cl)cc1)c1ccccc1 | -7 | -23
COc1ccc(-c2nn(-c3ccccc3)cc2/C=N/Nc2ccccn2)cc1OC | 0 | 7
Cc1ccccc1Nc1nnc(SCC(=O)NCc2cccs2)s1 | -19 | 5
CCOC(=O)/C(C(N)=NCc1ccco1)=C(/O)c1ccccc1 | 12 | -1
CC(C)OCCCNC(=O)C1CCC(CNS(=O)(=O)c2ccc(Cl)cc2)CC1 (centres undefined) | 1 | -4
O=C(NCc1ccco1)c1ccc(COc2ccc(Cl)cc2)cc1 | 7 | 0
N#Cc1c(NC(=S)NC(=O)c2ccccc2)sc2c1CCCC2 | -52 | 0
C=C(C)COc1ccc(-c2nc(N)nc(C)c2-c2ccc(OC)cc2)c(O)c1 | -1 | 0
O=C(/C=C/Nc1ccc([N+](=O)[O-])cc1Br)c1cccc2ccccc12 | -72 | 7
CC(Sc1ncnc2ccccc12)C(=O)Nc1ccc2c(c1)OCCO2 (centres undefined) | -8 | 1
Cc1cc(C(=O)OC(C(=O)Nc2cccc(C(F)(F)F)c2)c2ccccc2)c(C)o1 (centres undefined) | 2 | -2
CCc1c(-c2n[nH]c(=S)n2Cc2ccccc2)csc1C | 21 | 2
C=CCSc1nc2[nH]ncc2c(=O)[nH]1 | 10 | 2
CC(Sc1nc2cc(Cl)ccc2s1)C(=O)Nc1ccc2c(c1)OCO2 (centres undefined) | -45 | -11
CS(=O)(=O)Nc1ccc(C2=NN(S(C)(=O)=O)C(c3ccc4c(c3)OCO4)C2)cc1 (centres undefined) | -12 | 3

# Screening data from PubChem.
